Source: PubChem (Sanford-Burnham Center for Chemical Genomics)
hIAP block – blocks human intestinal alkaline phosphatase | inhibition, % at 10 µM | AID 2544 | 0.12% of 330,000 active | purified IAP, CDP-Star luminescence, 30 min | P09923;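 active means inhibition reaching a set limit with compound at 10 µM in the primary screen, cut at about 35% in these data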;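 further: plate controls were DMSO wells with enzyme for no effect and no-enzyme buffer wells for full effect; values of inactives mirror those of a sister screen read the other way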
Target sequence (P09923 whole entry, looked up): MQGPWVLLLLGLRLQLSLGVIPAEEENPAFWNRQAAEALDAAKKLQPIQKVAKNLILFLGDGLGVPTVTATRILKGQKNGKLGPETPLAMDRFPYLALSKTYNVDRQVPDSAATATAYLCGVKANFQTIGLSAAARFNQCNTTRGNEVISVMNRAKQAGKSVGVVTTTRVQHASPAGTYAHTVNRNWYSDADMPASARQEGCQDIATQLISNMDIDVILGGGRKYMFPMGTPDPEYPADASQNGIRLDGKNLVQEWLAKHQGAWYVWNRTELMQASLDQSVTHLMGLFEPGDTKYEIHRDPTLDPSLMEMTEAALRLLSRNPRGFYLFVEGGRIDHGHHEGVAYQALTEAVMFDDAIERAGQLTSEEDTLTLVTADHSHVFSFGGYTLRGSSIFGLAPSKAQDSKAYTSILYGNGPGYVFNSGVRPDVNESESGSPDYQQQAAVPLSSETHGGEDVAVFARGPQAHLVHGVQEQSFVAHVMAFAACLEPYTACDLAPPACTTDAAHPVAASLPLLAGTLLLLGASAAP
ATG4B inhibitor – ATG4B (human) cysteine protease inhibition. Q9Y4P1. ATG4B cleavage of LC3-PLA2, NBD-HPC fluorescence, 1 h. inhibition, % at 8.33 µM. 0.51% of 340,000 active. AID 504462; in the data active means inhibition above about 40%
Target sequence (Q9Y4P1 whole entry, looked up): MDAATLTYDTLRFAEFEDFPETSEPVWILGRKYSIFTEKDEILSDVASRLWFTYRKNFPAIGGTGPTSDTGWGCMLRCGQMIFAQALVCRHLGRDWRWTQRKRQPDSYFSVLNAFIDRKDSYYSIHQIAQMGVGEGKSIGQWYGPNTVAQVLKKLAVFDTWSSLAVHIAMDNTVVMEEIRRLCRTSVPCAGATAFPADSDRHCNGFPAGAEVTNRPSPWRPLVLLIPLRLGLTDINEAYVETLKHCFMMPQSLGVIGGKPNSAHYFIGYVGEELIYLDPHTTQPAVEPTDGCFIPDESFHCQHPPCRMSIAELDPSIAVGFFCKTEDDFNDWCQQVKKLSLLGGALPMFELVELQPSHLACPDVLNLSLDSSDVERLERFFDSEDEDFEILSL
Apaf-1 inh – human Apaf-1 inhibition. O14727. reconstituted apoptosome caspase-3 activity, DEVD-Rh110 fluorescence. inhibition, % at 20 µM. 0.71% of 330,000 active. AID 489030; active means inhibition of at least 40% at 20 µM;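 further: plate controls were DMSO wells for no effect and DEVD-CHO caspase inhibitor wells for full effect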
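Medium: Hepes buffer, pH 7.5 / System: biochemical Apaf-1 apoptosome reconstitution / Measured by: Rh110 fluorescence, excitation 480 nm, emission 540 nm / Times: compound with Apaf-1, dATP, procaspase-3 30 min, then 50 min reaction, room temperature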
hIAP activ – human IAP activation; P09923; activation factor at 10 µM; 0.16% of 330,000 active; purified human IAP, CDP-Star luminescence, 30 min; hits give high values; 1 = vehicle-only enzyme, 0 = enzyme-free background;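 active means activation factor of the enzyme at least 2-fold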; further: the source names both 10 and 20 µM as test concentration; values of inactives mirror those of a sister screen read the other way
mIAP block – blocks mouse intestinal alkaline phosphatase; purified mouse IAP, CDP-Star luminescence, 30 min; inhibition, % at 10 µM; 0.2% of 330,000 active;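 active means inhibition of at least 40% at 10 µM in the primary screen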;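 further: plate controls were DMSO with enzyme for no effect and no enzyme wells for full effect; values of inactives mirror those of a sister screen read the other way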
TIM10 inh – inhibits growth of TIM10 yeast strain; S. cerevisiae TIM10 strain growth, BacTiter-Glo luminescence, 24 h; inhibition, % at 10 µM; 1.4% of 330,000 active; AID 463195;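 active means inhibition of 40% or more at the single tested concentration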;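 further: wild-type TIM10 isogenic control strain grown at permissive 25 °C; 0% = DMSO yeast wells and 100% = minimal medium wells without yeast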
tim10-1 inh – tim10-1 yeast growth inhibition; S. cerevisiae tim10-1 ts strain growth, BacTiter-Glo, 24 h; inhibition, % at 20 µM; 2.2% of 330,000 active;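 active means inhibition of at least 40%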;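 further: mutant grown at 25 °C; 0% = DMSO wells with yeast and 100% = wells holding no yeast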
mIAP act – increases mouse intestinal alkaline phosphatase activity | muIAP, CDP-Star luminescence, 30 min; hits give high values; 1 = vehicle-only enzyme signal, 0 = enzyme-free wells | activation factor at 10 µM | 0.24% of 330,000 active | AID 2805;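 active means activation factor of at least 2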; further: the source names both 10 and 20 µM as test concentration; values of inactives mirror those of a sister screen read the other way
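System: Mouse IAP enzyme | Also added: CDP-Star substrate | Dosing: Compounds dispensed in DMSO | Schedule: 30 min enzyme-substrate-compound incubation at room temperature | Technique: Chemiluminescence readout | Control set: DMSO-only wells and no-enzyme negative control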
NALP3 yeast inh – blocks the NALP3 inflammasome reconstituted in yeast; Yeast reconstituted NLRP3/ASC/caspase-1, beta-gal luminescence, 24 h; inhibition, % at 10 µM; 0.39% of 330,000 active;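 active means inhibition of 50% or more; inactive means inhibition below 50%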;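 further: plate controls were induced DMSO wells for no effect and uninduced yeast grown without galactose for full effect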
Active calls of the source: *.

Start of the data: the first 19 compounds as a preview:
SMILES	hIAP block	ATG4B inhibitor	Apaf-1 inh	hIAP activ	mIAP block	TIM10 inh	tim10-1 inh	mIAP act	NALP3 yeast inh
NC(=O)c1nc(-c2ccccc2)c(-c2ccccc2)[nH]c1=O	5	-8	-12	0.95	3	17	-13	0.97	-21
Cc1ccccc1NC(=O)CN1CCC(C(=O)c2ccc3c(c2)OCCO3)CC1	-9	-6	12	1.1	8	10	27	0.92	2
CCCN(C(=O)c1cn(C)c(=O)c2ccccc12)c1ccccc1C	-4	-4	5	1	2	2	12	0.98	6
CSCCC(NC(=O)COc1ccccc1)C(=O)OCCOc1ccc(F)cc1 (stereo not given)	6	-8	4	0.94	0	-1	1	0.99	13
CC(C)(C)c1cc(=O)n2c(nc3ccccc32)[nH]1	-15	-1	-7	1.1	2	-8	11	0.98	-1
O=C(COc1ccccc1[N+](=O)[O-])N/N=C/C=C/c1ccco1	3	-1	0	0.97	16	8	25	0.84	17
CC1=NNC(=O)C1CCC(=O)N/N=C/c1c(Cl)cccc1Cl (stereo not given)	-3	-5	3	1	-3	-10	5	1	-10
O=C(/C=C/c1ccc([N+](=O)[O-])cc1)NCc1ccco1	3	-3	2	0.97	-1	-4	7	1	25
O=C(C[n+]1cc(-c2ccc(F)cc2)n2c1CCC2)c1cccs1	6	-5	0	0.94	0	-5	-10	1	21
CSCCC(NC(=O)OC(C)(C)C)C(=O)NC(C(=O)NC(CC(C)C)C(N)=O)C(C)C (stereo not given)	-26	10	2	1.3	-6	-5	-12	1.1	-2
COc1cc(/C=C/C(=O)O)ccc1OCc1ccccc1C#N	11	-10	-2	0.89	-3	0	-10	1	3
COc1cc(CNC2CCCC2)cc(OC)c1OC	-13	1	0	1.1	1	-4	-16	0.99	-15
Cc1nnc(SCCn2c(N3CCCC(C)C3)nc3c2c(=O)n(C)c(=O)n3C)s1 (stereo not given)	-3	0	0	1	-12	13	10	1.1	4
Oc1cccc(NC(=S)Nc2ccc(SC(F)F)cc2)c1	6	2	-9	0.94	13	18	37	0.87	-4
CC(=O)Nc1ccc(NC(=O)c2c([N+](=O)[O-])cnn2C)cc1	-1	0	-4	1	4	-3	-14	0.96	13
O=C(Nc1cc(C(F)(F)F)ccc1N1CCCC1)C1=COCCO1	-14	-3	9	1.1	-2	-1	11	1	15
CCN(CC(=O)Nc1ccc(NC(C)=O)cc1)C(=O)/C=C/c1ccc(C)o1	2	0	-1	0.98	-1	-2	-20	1	6
CN(C)S(=O)(=O)c1ccc(C(=O)NCC(=O)N/N=C/c2ccccc2)cc1	-10	-11	8	1.1	2	0	13	0.98	22
CCN(CC(=O)NCc1ccc(Cl)cc1)C(=O)c1cccc(S(=O)(=O)Nc2ccc(OC)cc2)c1	3	-11	13	0.97	6	2	-5	0.94	21

Main list, repeating the preview:
SMILES	hIAP block	ATG4B inhibitor	Apaf-1 inh	hIAP activ	mIAP block	TIM10 inh	tim10-1 inh	mIAP act	NALP3 yeast inh
NC(=O)c1nc(-c2ccccc2)c(-c2ccccc2)[nH]c1=O	5	-8	-12	0.95	3	17	-13	0.97	-21
Cc1ccccc1NC(=O)CN1CCC(C(=O)c2ccc3c(c2)OCCO3)CC1	-9	-6	12	1.1	8	10	27	0.92	2
CCCN(C(=O)c1cn(C)c(=O)c2ccccc12)c1ccccc1C	-4	-4	5	1	2	2	12	0.98	6
CSCCC(NC(=O)COc1ccccc1)C(=O)OCCOc1ccc(F)cc1 (stereo not given)	6	-8	4	0.94	0	-1	1	0.99	13
CC(C)(C)c1cc(=O)n2c(nc3ccccc32)[nH]1	-15	-1	-7	1.1	2	-8	11	0.98	-1
O=C(COc1ccccc1[N+](=O)[O-])N/N=C/C=C/c1ccco1	3	-1	0	0.97	16	8	25	0.84	17
CC1=NNC(=O)C1CCC(=O)N/N=C/c1c(Cl)cccc1Cl (stereo not given)	-3	-5	3	1	-3	-10	5	1	-10
O=C(/C=C/c1ccc([N+](=O)[O-])cc1)NCc1ccco1	3	-3	2	0.97	-1	-4	7	1	25
O=C(C[n+]1cc(-c2ccc(F)cc2)n2c1CCC2)c1cccs1	6	-5	0	0.94	0	-5	-10	1	21
CSCCC(NC(=O)OC(C)(C)C)C(=O)NC(C(=O)NC(CC(C)C)C(N)=O)C(C)C (stereo not given)	-26	10	2	1.3	-6	-5	-12	1.1	-2
COc1cc(/C=C/C(=O)O)ccc1OCc1ccccc1C#N	11	-10	-2	0.89	-3	0	-10	1	3
COc1cc(CNC2CCCC2)cc(OC)c1OC	-13	1	0	1.1	1	-4	-16	0.99	-15
Cc1nnc(SCCn2c(N3CCCC(C)C3)nc3c2c(=O)n(C)c(=O)n3C)s1 (stereo not given)	-3	0	0	1	-12	13	10	1.1	4
Oc1cccc(NC(=S)Nc2ccc(SC(F)F)cc2)c1	6	2	-9	0.94	13	18	37	0.87	-4
CC(=O)Nc1ccc(NC(=O)c2c([N+](=O)[O-])cnn2C)cc1	-1	0	-4	1	4	-3	-14	0.96	13
O=C(Nc1cc(C(F)(F)F)ccc1N1CCCC1)C1=COCCO1	-14	-3	9	1.1	-2	-1	11	1	15
CCN(CC(=O)Nc1ccc(NC(C)=O)cc1)C(=O)/C=C/c1ccc(C)o1	2	0	-1	0.98	-1	-2	-20	1	6
CN(C)S(=O)(=O)c1ccc(C(=O)NCC(=O)N/N=C/c2ccccc2)cc1	-10	-11	8	1.1	2	0	13	0.98	22
CCN(CC(=O)NCc1ccc(Cl)cc1)C(=O)c1cccc(S(=O)(=O)Nc2ccc(OC)cc2)c1	3	-11	13	0.97	6	2	-5	0.94	21
Cn1nc(NC(=O)C(F)(F)F)c2ncc(-c3ccc(Cl)cc3)nc21	1	-6	2	0.99	6	13	-24	0.94	12
CC(C)n1c(SCC(=O)Nc2nc3c(s2)CCCC3)nc2c1c(=O)n(C)c(=O)n2C	-4	-13	18	1	7	9	18	0.93	17
Cc1nccn1CCCNC(=O)CC1C(=O)NCCN1Cc1ccccc1C(F)(F)F (stereo not given)	-3	-2	-24	1	3	-5	11	0.97	17
CC1CCCCN1CCCNC(=O)c1ccc2nc(N3CCCCC3)sc2c1 (stereo not given)	0	-13	16	1	-25	6	4	1.2	15
CN(CCOc1ccc(Cl)cc1)C(=O)c1cc(S(=O)(=O)N2CCOCC2)ccc1N1CCCC1	-12	-60	29	1.1	-15	14	11	1.2	-3
O=S1(=O)c2cccc3cccc(c23)N1Cc1nnc(-c2ccccc2Br)o1	4	-7	11	0.96	14	4	12	0.86	15
Cc1nc(NC(=O)/C=C/c2ccccc2)sc1C(=O)Nc1ccccc1Cl	10	20	-1	0.9	-4	-45	19	1	-2
Cc1sc2nc(SCC(N)=O)n(-c3ccccc3)c(=O)c2c1C	-9	-7	-8	1.1	-5	11	-1	1.1	7
O=C(Nc1ccccc1N1CCCC1)c1cccc(Cl)c1Cl	16	20	-3	0.84	3	-14	11	0.97	3
CCN(CC)C(=O)Oc1ccc2ccccc2c1Br	-2	-2	20	1	3	-10	11	0.97	20
N#CCOC(=O)[C@H](Cc1ccccc1)N1C(=O)c2ccccc2C1=O	1	-4	-4	0.99	7	21	15	0.93	5
Cc1cc(C(=O)NC2CCCCCC2)c2ccccc2n1	-10	-1	-6	1.1	1	-7	-8	0.99	10
O=C(Cn1cnc2ccccc21)Nc1ccc(C(=O)O)cc1	3	-6	-26	0.97	0	-2	-12	1	0
O=[N+]([O-])c1ccc2nc(-c3ccc(Cl)cc3)[nH]c2c1	-8	2	8	1.1	5	26	23	0.95	13
O=C(O)COCC(=O)N1CCc2c([nH]c3ccccc23)C1C(F)(F)F (stereo not given)	-7	1	3	1.1	-7	11	9	1.1	-10
Cc1cc2ccccn2c1C(=O)Nc1ccccc1	-4	-2	-5	1	3	14	7	0.97	20
CCc1cc2c(SCC(=O)O)ncnc2s1	-2	-8	-5	1	0	-4	7	0.99	1
O=S(=O)(c1ccccc1)n1ccc(-c2cnc(-c3ccccc3)s2)n1	14	4	15	0.86	4	36	8	0.96	-66
O=C(OCc1ccc(-c2ccccc2)cc1)c1cccc(O)c1	10	17	18	0.91	8	25	14	0.92	21
CCOc1ccccc1C(=O)NC1CCNCC1	-6	3	-4	1.1	-5	-6	-15	1	9
O=C(CCNC(=O)c1ccccc1Cl)NC1=NCCS1	3	-2	-5	0.97	-13	3	-2	1.1	7
O=C(CCl)N1CCN(S(=O)(=O)Cc2ccccc2)CC1	-25	-2	12	1.3	-4	18	43*	1	17
COCC(=O)Nc1cc(C)cn(Cc2c(F)cccc2Cl)c1=O	10	-4	0	0.91	-16	-11	5	1.2	21
CN(C(=O)C1CCN(S(=O)(=O)c2cccs2)CC1)C1CCCCC1	3	1	-10	0.97	3	5	6	0.97	6
COc1ccc(C2=NN(C(=O)c3ccco3)C(c3ccco3)C2)cc1OC (stereo not given)	-8	-10	11	1.1	10	15	-35	0.9	17
S=c1[nH]nc(Cc2cccc3ccccc23)n1-c1ccccc1	6	3	2	0.94	-16	10	38	1.2	29
OCCCNc1c2ccccc2nc2ccccc12	-17	7	3	1.2	-5	-36	-25	1.1	2
CC[n+]1ccc(/C=C2\Sc3ccccc3N2CCCS(=O)(=O)[O-])c2ccccc21	7	-7	0	0.93	3	8	-9	0.97	12
Cc1ccc(CC(=O)N(C)CC(=O)N(CC(C)C)c2c(N)n(CC(C)C)c(=O)[nH]c2=O)cc1C	-19	-13	5	1.2	3	4	2	0.97	-1
Cc1nnc(NC(=O)CSc2nc3c(c(=O)n(C)c(=O)n3C)n2C(C)C)s1	-25	1	2	1.2	-8	-7	-5	1.1	24
O=C(NC1CCCC1)C(c1ccncc1)N(C(=O)Cn1nnc(-c2ccccc2F)n1)c1cccc(F)c1 (stereo not given)	-9	-1	9	1.1	4	-16	-10	0.96	12

Ordered by formula weight (rising): part of the list above.
SMILES	hIAP block	ATG4B inhibitor	Apaf-1 inh	hIAP activ	mIAP block	TIM10 inh	tim10-1 inh	mIAP act	NALP3 yeast inh
OCCCNc1c2ccccc2nc2ccccc12	-17	7	3	1.2	-5	-36	-25	1.1	2
S=c1[nH]nc(Cc2cccc3ccccc23)n1-c1ccccc1	6	3	2	0.94	-16	10	38	1.2	29
O=C(NC1CCCC1)C(c1ccncc1)N(C(=O)Cn1nnc(-c2ccccc2F)n1)c1cccc(F)c1 (stereo not given)	-9	-1	9	1.1	4	-16	-10	0.96	12
